GPT2 inhibitor – GPT2 alanine aminotransferase inhibition. Q8TD30. Recombinant GPT2, coupled pyruvate oxidase/HRP Amplex Red fluorescence. Potency, µM (doses to about 57.7 µM), without a hit: at the highest dose activity change, negative = inhibition, most hits filed as inhibitors. 100,000 tested, 0.25% active. AID 1671188; further: potency means the concentration at half of the fitted maximal effect; nearly all actives have a fitted effect of over 60% in size; many of its hits are not listed in these tables
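Fluorescence read-out: pyruvate from GPT2 turnover coupled to pyruvate oxidase, HRP and Amplex Red (0.2mM ThPP, 0.2U/mL PO and HRP, 50uM Amplex final). Substrates 250uM a-KG, 2mM L-alanine; enzyme 10ng/uL; 30 min RT.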
IP6K1 inhibitor – IP6K1 kinase inhibition | Q92551 | IP6K1 kinase, ADP-Glo luminescence, 2 h; active compounds read low | activity change, % (series mostly up to about 58 µM) | 140,000 tested, 0.81% active | AID 1645851; in the data active means activity change below about -25%
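ADP-Glo luminescence measures ADP made by human IP6K1 during a 2 h RT reaction with ATP/IP6 (mix at 1.3 mM/130 uM); top library doses 57.5 and 19.1 uM final.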
Luciferase inh – Photinus pyralis luciferase inhibition. purified P. pyralis luciferase, luminescence, biochemical. Potency, µM (titrated, usually from 115 µM), for inactives: at the highest dose activity change, negative = inhibition, usual class: inhibitors. 76,000 tested, 2.5% active; further: potency means the concentration at half of the fitted maximal effect; nearly all actives have a fitted effect of over 65% in size
Target sequence (P08659 whole entry, looked up): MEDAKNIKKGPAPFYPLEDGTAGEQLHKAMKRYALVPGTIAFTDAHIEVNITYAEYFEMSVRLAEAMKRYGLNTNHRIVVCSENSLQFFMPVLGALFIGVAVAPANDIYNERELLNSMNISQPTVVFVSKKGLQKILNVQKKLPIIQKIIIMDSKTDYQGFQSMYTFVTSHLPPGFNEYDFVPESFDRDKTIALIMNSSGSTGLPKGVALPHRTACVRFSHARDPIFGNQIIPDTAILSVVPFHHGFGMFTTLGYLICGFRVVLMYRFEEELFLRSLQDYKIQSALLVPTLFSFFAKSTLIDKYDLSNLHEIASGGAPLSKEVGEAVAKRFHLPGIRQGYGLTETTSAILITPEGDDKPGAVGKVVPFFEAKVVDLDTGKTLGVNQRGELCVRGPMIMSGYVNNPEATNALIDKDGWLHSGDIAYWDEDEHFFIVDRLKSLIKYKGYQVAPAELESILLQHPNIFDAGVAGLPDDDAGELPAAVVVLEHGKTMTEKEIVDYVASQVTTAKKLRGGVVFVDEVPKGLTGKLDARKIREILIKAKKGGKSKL
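Luminescence read by CCD imaging after purified firefly luciferase (10nM final) was added to substrate buffer holding 10uM D-luciferin and 10uM ATP, pH 7.5, pre-dosed with compound.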
HEK293 viab – counter-screen for SNCA expression inhibitors: cell viability | Potency, µM (series often up to 57.1 µM), inactives show top-dose activity change, negative = cytotoxicity, hits mostly cytotoxic | 150,000 tested, 0.12% active | AID 1671193 | HEK-293-SNCA-luc viability, GF-AFC fluorescence, 24 h;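 further: potency means the concentration at half of the fitted maximal effect; 0% = DMSO-treated cells and -100% = medium-only wells without cells; nearly all actives have a fitted effect of over 30% in size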
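Cytotoxicity counterscreen: after 24 h compound treatment of genome-edited SNCA-luciferase HEK-293 cells, live-cell protease substrate GF-AFC read by fluorescence after 30 min; activity scaled between DMSO (0%) and medium-only (-100%), curves Hill-fitted.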
HEK cytotox – HEK 293 cell cytotoxicity; Potency, µM (highest dose often 115 µM), for the others: at the highest dose activity change, negative = cytotoxicity, usual class: inhibitors; 94,000 tested, 6.6% active; HEK 293 viability, ATP luminescence (CellTiter-Glo), 48-72 h; AID 1345083; further: potency means the concentration at half of the fitted maximal effect; nearly all actives have a fitted effect of over 60% in size
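HEK 293 seeded at 250 cells/well receive compound via pintool. After 48 or 72 hr at 37 degree Celsius, 5% CO2 and 95% humidity, CellTiter-Glo is dispensed and luminescence read following 10 min at room temperature.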
SNCA expr inhib – reduces expression of the alpha-synuclein gene; HEK-293 SNCA-luciferase knock-in, luminescence, 24 h; Potency, µM (series often up to 57.2 µM), inactives show top-dose activity change, negative = inhibition, usual class: inhibitors; 140,000 tested, 0.17% active; AID 1671194;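 further: potency means the concentration at half of the fitted maximal effect; plate controls were DMSO cells for no effect and cell-free wells for full effect; nearly all actives have a fitted effect of over 45% in size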
3T3 cytotox – kills NIH 3T3 cells; NIH 3T3 viability, CellTiter-Glo ATP luminescence, 48-72 h; Potency, µM (titrated, usually from 96.7 µM), inactives show at the highest dose activity change, negative = cytotoxicity, most hits filed as inhibitors; 94,000 tested, 4.3% active; AID 1345082; further: potency means the concentration at half of the fitted maximal effect; nearly all actives have a fitted effect of over 55% in size
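Luminescent ATP readout (CellTiter-Glo, 10 min RT) after 48 or 72 hr compound exposure of NIH 3T3 cells seeded at 400 cells/well in 1536-well format; quantitative HTS.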
The depositor's hits bear a star; i = inactive; u = inconclusive; x = not tested or not shown; [ ] = remark or other dose. Unless noted, the call rests on the fitted dose curve; in most records, active means well fitted curve in the direction sought with a large enough effect; inconclusive means small, poorly fitted or top-dose-only effect, or another doubt; inactive means no such curve, though single readings can be large; an effect the other way counts as inactive or inconclusive. Unless noted, on the % scale 0 is the no-effect control and ±100 the full control effect. Only part of the results is shown. The share of hits here may be higher or lower than overall.

SMILES | GPT2 inhibitor | IP6K1 inhibitor | Luciferase inh | HEK293 viab | HEK cytotox | SNCA expr inhib | 3T3 cytotox
CCOc1ccc(C2c3[nH]c4ccccc4c3CCN2C(=O)Cc2cccc(OCC)c2OCC)cc1 (stereo unspecified) | x | -6.1 | x | 1.7% | x | 20.0% | x
CCCCNC(=O)c1nn(-c2ccc(C)cc2)c(=O)n(C)c1=O | x | 11.5 | x | -17.9% | x | 28.4% | x
O=C(Nc1cc(F)ccc1F)N1CCC(CCNC(=O)C2(c3ccccc3)CC2)CC1 | i | -5.0 | 3.2% | -5.6% | u | -15.0% | -14.8%
CCN1CCN(C(=O)C2CCN(c3ccnc4ccnn34)CC2)CC1 | i | 20.2 | x | u | u | -5.3%[87.6 µM] | -33.2%[138 µM]
COc1ccc(-c2cc(N3CCCN(C(=O)c4ccc(OC)cc4OC)CC3)n[nH]2)cc1 | u | -0.9 | 0.1% | -17.1% | 39.8µM* | -22.2% | u
Cc1cccc(-c2nc3ccc(C(=O)NCc4ccc(F)cc4)cc3o2)n1 | i | 32.5 | x | 2.0%[87.6 µM] | u | -1.5%[87.6 µM] | u
CC(C)[C@H]1CN(c2cnccn2)C[C@@H]1NC(=O)C1(C#N)CCOCC1 | -5.2% | -6.6 | 10.1% | -6.6% | 1.8% | 23.7% | -15.2%
CC(CCc1ccccc1)NC(=O)c1ccc2nccn2c1 (stereo unspecified) | -11.0%[88.5 µM] | -3.9 | -6.3%[172 µM] | 12.4%[87.6 µM] | -20.5%[172 µM] | 9.9%[87.6 µM] | u
CN1CCCC12Cc1ccccc1CN([S+](C)(=O)[O-])C2 (stereo unspecified) | i | -16.5 | x | -0.8%[87.6 µM] | i | -13.5%[87.6 µM] | i
Cc1cc(=O)oc2c(C=O)c(O)ccc12 | i | -11.5 | x | 2.1% | x | x | x
COc1cccc(CC(=O)NC2CCN(c3cc(-c4ccc(Cl)cc4)[nH]n3)CC2)c1 | i | 10.5 | 9.6% | -3.4% | -29.6% | -9.8% | -23.9%
c1cc(CN(CCN2CCCCC2)CC2CCCN(C3CCCC3)C2)c2nonc2c1 (stereo unspecified) | 3.9% | -5.9 | 9.7% | -16.3% | -12.9% | 16.8% | -15.5%
COC1CCCN(c2cc(-c3cccc(C(F)(F)F)c3)nc3c(C)noc23)C1 (stereo unspecified) | 0.4%[88.5 µM] | 0.5 | 10.6%[172 µM] | 0.2%[87.6 µM] | u | -7.9%[87.6 µM] | u
CN(Cc1ccc(-c2ccccc2)cc1)S(C)(=O)=O | 1.2%[88.5 µM] | -7.0 | 14.1µM* | 1.2%[87.6 µM] | u | 111.6%[activator][87.6 µM] | u
COCCNC(=O)C[C@@H]1C[C@H]2O[C@H](CNC(=O)Nc3ccc(F)cc3)[C@@H](O)[C@H]2O1 | 2.2%[88.5 µM] | 6.9 | -11.7%[172 µM] | 0.4%[87.6 µM] | -5.5%[172 µM] | -27.8%[87.6 µM] | i
COc1ccc(S(=O)(=O)NCc2ccc3c(c2)CCN3C(=O)c2ccccc2)cc1OC | x | 4.5 | x | -7.0% | x | 19.8% | x
COc1ccccc1CNc1ncnc2c1cnn2-c1ccc(C)cc1 | x | -3.2 | x | -14.5% | x | 113.7%[activator] | x
O=C(NCc1ccccn1)C1CN(C2CCCC2)C(=O)N1 (stereo unspecified) | i | -9.0 | x | 3.6%[12.5 µM] | i | 8.4%[87.6 µM] | -1.9%[138 µM]
Cc1nc2c(NC(=O)C3COc4ccccc4O3)cccn2n1 (stereo unspecified) | -3.5% | 4.3 | -2.3% | 5.3% | u | -5.4% | -17.9%
CCc1cccc(C)c1NC(=O)CCS(=O)(=O)c1ccc2c(c1)oc(=O)n2C | x | -19.8 | x | -13.1% | x | -32.1% | x
CC12CC34C=CC(=O)C(C)(CCC(=O)O)C3C(CC1C4)O2 (stereo unspecified) | i | 12.5 | x | -4.4% | x | x | x
COc1ccccc1C(=O)N1CCC2(CC1)OC(=O)N(Cc1csc(C)n1)C2(C)c1ccccc1 (stereo unspecified) | 2.2% | 4.0 | -0.9% | -3.7% | -6.7% | -0.9% | u
O=c1c2nc(OCc3ccc(F)cc3)ccc2ncn1Cc1ccccn1 | i | 10.9 | 2.6%[172 µM] | -3.3%[87.6 µM] | u | -7.3%[87.6 µM] | u
C#CCNC(=O)c1nc(-c2ccccc2OC)c2cnccn12 | u | -16.5 | x | 8.6% | -12.5% | 13.8% | u
CC(=O)N1CCCc2cc(S(=O)(=O)N3CCCC(C(=O)Nc4cccc(Cl)c4C)C3)ccc21 (stereo unspecified) | x | -0.9 | x | 4.4% | x | 38.2%[activator] | x
Cc1cc(C(F)(F)F)n(CC(C)Cn2cc(-c3cncnc3)nn2)n1 (stereo unspecified) | -0.4% | 5.3 | 1.1% | -0.2% | 2.1% | 5.4% | 4.1%
COCC(=O)N[C@H]1CCN2C(=O)c3ccccc3NC(=O)[C@@H]2C1 | i | -4.1 | -5.6%[172 µM] | 4.0%[87.6 µM] | i | 8.0%[87.6 µM] | i
Cc1cc(C(=O)N2CCC(Cc3ccc(C(N)=O)cc3)CC2)n(C)n1 | u | 4.6 | 6.6% | u | u | -12.4% | -21.8%
COc1cc(C)ccc1OCC(=O)c1ccc2c(c1)N(CC(=O)N1CCCC1)C(=O)CO2 | i | 4.2 | -5.3% | -9.1% | u | -17.2% | -24.2%
O=C(Nc1ccccc1Cl)c1cnc(-c2ccccc2)nc1-c1ccncc1 | -8.9% | 37.4 | 10.9% | 2.3% | 0.7% | 9.8% | -4.8%

13 compounds from above, sorted by count of non-hydrogen atoms, high to low.
SMILES | GPT2 inhibitor | IP6K1 inhibitor | Luciferase inh | HEK293 viab | HEK cytotox | SNCA expr inhib | 3T3 cytotox
CCOc1ccc(C2c3[nH]c4ccccc4c3CCN2C(=O)Cc2cccc(OCC)c2OCC)cc1 (stereo unspecified) | x | -6.1 | x | 1.7% | x | 20.0% | x
COc1ccccc1C(=O)N1CCC2(CC1)OC(=O)N(Cc1csc(C)n1)C2(C)c1ccccc1 (stereo unspecified) | 2.2% | 4.0 | -0.9% | -3.7% | -6.7% | -0.9% | u
CC(=O)N1CCCc2cc(S(=O)(=O)N3CCCC(C(=O)Nc4cccc(Cl)c4C)C3)ccc21 (stereo unspecified) | x | -0.9 | x | 4.4% | x | 38.2%[activator] | x
COc1ccc(-c2cc(N3CCCN(C(=O)c4ccc(OC)cc4OC)CC3)n[nH]2)cc1 | u | -0.9 | 0.1% | -17.1% | 39.8µM* | -22.2% | u
O=C(Nc1cc(F)ccc1F)N1CCC(CCNC(=O)C2(c3ccccc3)CC2)CC1 | i | -5.0 | 3.2% | -5.6% | u | -15.0% | -14.8%
COc1cccc(CC(=O)NC2CCN(c3cc(-c4ccc(Cl)cc4)[nH]n3)CC2)c1 | i | 10.5 | 9.6% | -3.4% | -29.6% | -9.8% | -23.9%
CCc1cccc(C)c1NC(=O)CCS(=O)(=O)c1ccc2c(c1)oc(=O)n2C | x | -19.8 | x | -13.1% | x | -32.1% | x
Cc1cccc(-c2nc3ccc(C(=O)NCc4ccc(F)cc4)cc3o2)n1 | i | 32.5 | x | 2.0%[87.6 µM] | u | -1.5%[87.6 µM] | u
COc1ccccc1CNc1ncnc2c1cnn2-c1ccc(C)cc1 | x | -3.2 | x | -14.5% | x | 113.7%[activator] | x
CC(C)[C@H]1CN(c2cnccn2)C[C@@H]1NC(=O)C1(C#N)CCOCC1 | -5.2% | -6.6 | 10.1% | -6.6% | 1.8% | 23.7% | -15.2%
C#CCNC(=O)c1nc(-c2ccccc2OC)c2cnccn12 | u | -16.5 | x | 8.6% | -12.5% | 13.8% | u
O=C(NCc1ccccn1)C1CN(C2CCCC2)C(=O)N1 (stereo unspecified) | i | -9.0 | x | 3.6%[12.5 µM] | i | 8.4%[87.6 µM] | -1.9%[138 µM]
Cc1cc(=O)oc2c(C=O)c(O)ccc12 | i | -11.5 | x | 2.1% | x | x | x

Bioassay records from PubChem BioAssay.
